# STK33 inh = STK33 kinase inhibitors, primary screen, biochemical, luminescence, ADP-Glo, MBP substrate | Serine/threonine-protein kinase 33 (Homo sapiens), Q9BYT3 | AID 2322, 2010 | inhibition, % at 12.5 µM | 0.44% of 27,000 active; in the data active means inhibition above about 20%
# Target sequence (Q9BYT3 whole entry, looked up): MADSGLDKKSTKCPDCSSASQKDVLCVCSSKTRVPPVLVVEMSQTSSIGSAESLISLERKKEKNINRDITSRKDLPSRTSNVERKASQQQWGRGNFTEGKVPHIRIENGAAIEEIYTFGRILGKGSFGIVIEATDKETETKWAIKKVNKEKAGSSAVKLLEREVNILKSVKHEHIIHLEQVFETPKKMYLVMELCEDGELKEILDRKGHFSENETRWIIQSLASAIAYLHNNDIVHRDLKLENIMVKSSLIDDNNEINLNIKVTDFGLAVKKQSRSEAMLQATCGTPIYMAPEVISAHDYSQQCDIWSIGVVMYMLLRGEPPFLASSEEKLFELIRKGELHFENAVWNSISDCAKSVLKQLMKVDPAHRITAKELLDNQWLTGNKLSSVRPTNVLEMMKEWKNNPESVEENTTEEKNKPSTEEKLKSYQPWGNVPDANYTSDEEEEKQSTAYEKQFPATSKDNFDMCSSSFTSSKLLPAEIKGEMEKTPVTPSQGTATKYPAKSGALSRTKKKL
# p53 PUMA act = mutant p53 pathway re-activators, primary screen, cell-based, SW480, luciferase, single point, HTS; SW480 PUMA-promoter luciferase, p53 mutant reactivation; activation, % at 9.98 µM; 1.5% of 28,000 active; in the data active means activation above about 52%
# * = called active by the depositor; / = not tested or not shown. Not all compounds are listed; rates above refer to the full screens.
SMILES,STK33 inh,p53 PUMA act
CC(C(O)c1ccc(O)cc1)N1CCC(Cc2ccccc2)CC1 (stereo not drawn),-1.1,-1.8
O=C(CCN1C(=O)c2cccc3cccc(c23)C1=O)N1CCN(c2ncccn2)CC1,-3.5,0.5
C[C@H](CO)N1C[C@H](C)[C@@H](CN(C)C(=O)Nc2ccc3c(c2)OCO3)Oc2ccc(NC(=O)Nc3cccc4ccccc34)cc2C1=O,/,7.2
C[C@H]1CN([C@@H](C)CO)C(=O)c2cc(NC(=O)Nc3ccc4c(c3)OCO4)ccc2O[C@H]1CN(C)C(=O)Nc1ccc(C(F)(F)F)cc1,/,-8.0
C[C@H](CO)N1C[C@H](C)[C@H](CN(C)C(=O)Nc2cccc3ccccc23)Oc2ccc(NC(=O)NC3CCCCC3)cc2C1=O,/,-5.3
CC(=O)Oc1cc(OC(C)=O)c2c(c1)O[C@H](c1ccc(OC(C)=O)c(OC(C)=O)c1)[C@H](OC(C)=O)C2,1.3,/
CC(C)NC(=O)N(C)C[C@H]1Oc2ccc(NS(=O)(=O)c3cccs3)cc2CC(=O)N([C@@H](C)CO)C[C@@H]1C,-1.0,-4.8
C[C@H](CO)N1C[C@H](C)[C@H](CN(C)Cc2ccc(C(=O)O)cc2)Oc2ccc(NC(=O)CCN3CCOCC3)cc2CC1=O,-3.0,/
C[C@H](CO)N1C[C@H](C)[C@@H](CN(C)C(=O)c2ccc(F)cc2)Oc2ncc(C3=CCCCC3)cc2C1=O,/,12.8
COC(=O)c1cccc(COC(=O)c2cc(=O)[nH]c3ccccc23)c1,1.3,12.3
C[C@H]1CN([C@@H](C)CO)C(=O)CCCn2cc(nn2)CO[C@H]1CN(C)S(=O)(=O)c1ccccc1F,-2.0,/
COc1ccc(C(=O)Nc2ccccc2C(=O)NCC2CCCO2)cc1 (stereo not drawn),4.0,18.4
CC(=O)N(C)C[C@H]1Oc2cc(-c3ccc(F)cc3)ccc2S(=O)(=O)N([C@@H](C)CO)C[C@H]1C,/,6.9
CCN(CC(=O)Nc1ccccc1C(F)(F)F)S(=O)(=O)c1ccc(C)cc1,0.1,13.1
COC(=O)C1=CO[C@@H](O[C@@H]2O[C@H](CO)[C@@H](O)[C@H](O)[C@H]2O)[C@@H]2[C@@H](C)[C@@H](OC(=O)/C=C/c3ccc(O)cc3)[C@@H](O)[C@H]12,/,-7.5
CCCN(C)C[C@@H]1Oc2ncc(-c3cccc(C(F)(F)F)c3)cc2C(=O)N([C@H](C)CO)C[C@@H]1C,-1.4,/
COc1ccc(-c2coc3c(CC=C(C)C)c(O)c(OC)cc3c2=O)cc1,1.2,7.5
C[C@@H]1CN([C@H](C)CO)C(=O)c2cc(NC(=O)C3CC3)ccc2O[C@@H]1CN(C)C(=O)Nc1cccc2ccccc12,/,1.0
Cc1noc(C)c1S(=O)(=O)Nc1ccc2c(c1)CC(=O)N([C@@H](C)CO)C[C@H](C)[C@H](CN(C)S(=O)(=O)c1c(C)noc1C)O2,0.1,/
CCOc1ccc(C)cc1S(=O)(=O)NCc1ccco1,-0.7,6.2
Cc1ccc2c(c1)c1nnc(SCCN3CCCCC3)nc1n2C,3.0,-2.1
COc1ccccc1OCC(=O)Nc1cc(C(=O)Nc2ccccc2C(=O)O)ccc1C,-3.0,7.7
COc1ccc(OC)c(S(=O)(=O)Nc2ccc(O)c3ccccc23)c1,14.3,-32.1
CCOC(=O)c1sc(SCc2c(Cl)cccc2Cl)c(S(=O)(=O)C(C)C)c1N,0.8,/
COC(=O)c1cc(O)cc(OC)c1C(=O)c1c(O)cc(C)cc1O,-7.3,-1.6
Cc1ccc(S(=O)(=O)Nc2ccc3c(c2)C(=O)N([C@@H](C)CO)C[C@H](C)[C@H](CN(C)C(=O)Nc2cccc4ccccc24)O3)cc1,1.1,/
COc1ccc(CN(C)C[C@H]2Oc3ccc(NC(=O)C4CC4)cc3C(=O)N([C@@H](C)CO)C[C@@H]2C)cc1,0.4,2.3
CC(C)NC(=O)Nc1ccc2c(c1)C(=O)N([C@H](C)CO)C[C@H](C)[C@H](CN(C)C(=O)Nc1ccccc1)OCCCC[C@H](C)O2,/,12.5
O=[N+]([O-])c1cccc(CN(CCO)Cc2ccccc2)c1,2.2,-1.3
N#Cc1cc2c(nc1SCC(=O)Nc1cccc(F)c1)CCCC2,5.2,8.9

# Random excerpt: 4 compounds from above
SMILES,STK33 inh,p53 PUMA act
N#Cc1cc2c(nc1SCC(=O)Nc1cccc(F)c1)CCCC2,5.2,8.9
COc1ccccc1OCC(=O)Nc1cc(C(=O)Nc2ccccc2C(=O)O)ccc1C,-3.0,7.7
Cc1ccc2c(c1)c1nnc(SCCN3CCCCC3)nc1n2C,3.0,-2.1
CC(C)NC(=O)Nc1ccc2c(c1)C(=O)N([C@H](C)CO)C[C@H](C)[C@H](CN(C)C(=O)Nc1ccccc1)OCCCC[C@H](C)O2,/,12.5

# (list continues)
SMILES,STK33 inh,p53 PUMA act
COc1c2occc2c(OC)c2c(=O)cc(CO[C@@H]3O[C@H](CO)[C@@H](O)[C@H](O)[C@H]3O)oc12,4.2,24.5
C[C@@H]1CN([C@H](C)CO)C(=O)Cc2cc(NC(=O)Nc3ccc(F)cc3)ccc2O[C@@H]1CN(C)S(C)(=O)=O,-3.2,/
Cc1noc(C)c1NC(=O)Nc1ccc2c(c1)CC(=O)N([C@@H](C)CO)C[C@H](C)[C@H](CN(C)C(=O)Nc1ccc3c(c1)OCO3)O2,-2.5,/
C[C@@H]1CN([C@H](C)CO)C(=O)c2cccc(NC(=O)Nc3cccc4ccccc34)c2O[C@@H]1CN(C)S(=O)(=O)c1ccc(Cl)cc1,/,8.4
CC(=O)Oc1ccc2c(c1C(C)C)CCC1C(C)(C)CCC[C@]21C (stereo partly drawn),-1.3,/
O=c1c(O)c(-c2ccc(O)cc2)oc2cc(OC3O[C@H](CO)[C@@H](O)[C@H](O)[C@H]3O)cc(O)c12 (stereo partly drawn),5.4,9.7
Cc1ccc(-n2c(SCC(=O)Nc3ccc(F)c(Cl)c3)nnc2-c2ccco2)cc1,0.3,-5.6
COc1ccc(S(=O)(=O)N(C)C[C@H]2Oc3ccc(NS(C)(=O)=O)cc3C(=O)N([C@H](C)CO)C[C@H]2C)cc1,3.9,/
C[C@H](CO)N1C[C@H](C)[C@@H](CN(C)C(=O)c2ccccc2F)Oc2cc(-c3ccccc3)ccc2S1(=O)=O,/,-42.2
O=C(Nc1ccc(Cl)cc1C(=O)NCCN1CCOCC1)c1ccc(Cl)cc1Cl,-5.0,16.8
C[C@@H]1CN([C@@H](C)CO)S(=O)(=O)c2ccc(-c3ccncc3)cc2O[C@@H]1CN(C)C,/,8.2
Cc1noc(C)c1NC(=O)N(C)C[C@H]1Oc2c(NC(=O)C3CCOCC3)cccc2C(=O)N([C@@H](C)CO)C[C@@H]1C,/,6.5
CC(C)NC(=O)Nc1ccc2c(c1)C(=O)N([C@@H](C)CO)C[C@H](C)[C@H](CN(C)C)OCCCC[C@H](C)O2,/,-5.5
C[C@H](CO)N1C[C@H](C)[C@H](CN(C)S(=O)(=O)c2ccccc2F)Oc2ncc(C#Cc3ccccc3)cc2C1=O,/,11.9
C[C@@H]1CCCCO[C@H](CN(C)C)[C@@H](C)CN([C@H](C)CO)C(=O)c2cc(NC(=O)C3CCCCC3)ccc2O1,-3.8,8.2
Cc1cc(C)nc(NC(=O)COc2ccc([N+](=O)[O-])cc2)n1,3.3,-5.6
Cc1ccc(NC(=O)COc2ccc(Cl)cc2)cc1NC(=O)c1ccccc1,0.7,-17.7
N#Cc1cccc(NCCN2CCNC2=O)n1,/,-2.6
C[C@]12C=CC(=O)C=C1CC[C@H]1[C@@H]3C[C@@H](O)[C@](O)(C(=O)CO)[C@@]3(C)C[C@H](O)[C@@]12F,-1.1,/
CC(C)OC(=O)N(C)C[C@@H]1OCc2cn(nn2)CCCC(=O)N([C@H](C)CO)C[C@@H]1C,-3.6,/

# Compound profiles, from the list above. Values in the order: STK33 inh	p53 PUMA act
# Cc1ccc(NC(=O)COc2ccc(Cl)cc2)cc1NC(=O)c1ccccc1 across the screens: 0.7	-17.7
# C[C@@H]1CN([C@@H](C)CO)S(=O)(=O)c2ccc(-c3ccncc3)cc2O[C@@H]1CN(C)C across the screens: /	8.2
# CC(C)NC(=O)Nc1ccc2c(c1)C(=O)N([C@@H](C)CO)C[C@H](C)[C@H](CN(C)C)OCCCC[C@H](C)O2 across the screens: /	-5.5
# N#Cc1cccc(NCCN2CCNC2=O)n1 across the screens: /	-2.6
# Cc1noc(C)c1NC(=O)N(C)C[C@H]1Oc2c(NC(=O)C3CCOCC3)cccc2C(=O)N([C@@H](C)CO)C[C@@H]1C across the screens: /	6.5

# Following part
SMILES,STK33 inh,p53 PUMA act
Cc1noc(C)c1NC(=O)Nc1cccc2c1O[C@@H](CN(C)Cc1ccncc1)[C@@H](C)CN([C@@H](C)CO)C2=O,/,10.2
C[C@H]1CN([C@@H](C)CO)C(=O)c2cc(NC(=O)c3ccncc3)ccc2O[C@H]1CN(C)Cc1ccc2c(c1)OCO2,2.0,/
C[C@H]1CN([C@@H](C)CO)C(=O)Cc2cc(NC(=O)CCN3CCOCC3)ccc2O[C@@H]1CN(C)Cc1ccccc1,5.0,/
COc1ccc(CN(C)C[C@H]2Oc3ccc(NC(=O)Cn4cnnn4)cc3CC(=O)N([C@H](C)CO)C[C@H]2C)cc1,/,6.3
COc1ccccc1-c1cnc2c(c1)C(=O)N([C@H](C)CO)C[C@@H](C)[C@H](CN(C)Cc1ccncc1)O2,/,-0.4
C[C@@H]1CCCCO[C@H](CN(C)C)[C@@H](C)CN([C@H](C)CO)C(=O)c2cc(NS(C)(=O)=O)ccc2O1,/,-5.2
Cc1ccc(S(=O)(=O)N(C)C[C@H]2Oc3ccc(NC(=O)Nc4ccccc4)cc3CC(=O)N([C@@H](C)CO)C[C@H]2C)cc1,3.5,/
C[C@H](CO)N1C[C@H](C)[C@@H](CN(C)C(=O)c2ccc3c(c2)OCO3)Oc2ncc(C#CCN(C)C)cc2C1=O,/,-3.5
Cc1noc(C)c1NC(=O)N(C)C[C@H]1OCCCC[C@H](C)Oc2ccc(NS(C)(=O)=O)cc2C(=O)N([C@@H](C)CO)C[C@@H]1C,/,14.1
C[C@@H]1CN([C@H](C)CO)C(=O)c2cc(NS(=O)(=O)c3ccccc3)ccc2O[C@@H]1CN(C)CC1CCCCC1,-0.6,/
CCc1cc2c(=O)n(-c3ccccc3)c(SCC(=O)O)nc2s1,7.1,7.6
C[C@H](CO)N1C[C@H](C)[C@H](CN(C)CC2CC2)OCCCC[C@H](C)Oc2ccc(NS(=O)(=O)c3ccccc3)cc2C1=O,/,4.5
O=C(NCc1ccc(F)cc1)[C@H]1C[C@H]2C(=O)NCC(=O)N2[C@H]1c1ccc(O)cc1,-3.3,/
C[C@H](CO)N1C[C@H](C)[C@@H](CN(C)S(=O)(=O)c2ccc(F)cc2)OCc2cn(nn2)CCCC1=O,-10.3,/
COc1ccc(C#Cc2ccc3c(c2)[C@]2(C(=O)N3)[C@H](C(=O)N3CCN(c4ncccn4)CC3)[C@H]3C(=O)O[C@H](c4ccccc4)[C@H](c4ccccc4)N3[C@@H]2c2ccc(O)cc2)cc1,8.2,/
Cc1noc(C)c1NC(=O)N(C)C[C@H]1Oc2c(cccc2N(C)C)C(=O)N([C@H](C)CO)C[C@H]1C,/,4.2
COc1ccc(NC(=O)Nc2ccc3c(c2)CC(=O)N([C@H](C)CO)C[C@@H](C)[C@H](CN(C)S(=O)(=O)c2ccc(OC)cc2)O3)cc1,2.9,/
Cc1noc(C)c1NC(=O)N(C)C[C@@H]1Oc2ccc(NC(=O)NC3CCCCC3)cc2CC(=O)N([C@H](C)CO)C[C@H]1C,-0.7,/
CC(=O)N(C)C[C@@H]1Oc2cc(-c3cccc(F)c3)ccc2S(=O)(=O)N([C@@H](C)CO)C[C@@H]1C,/,-5.9
C[C@@H]1CN([C@H](C)CO)C(=O)Cc2cc(NC(=O)Cc3cn(C)c4ccccc34)ccc2O[C@@H]1CN(C)C(=O)NC1CCCCC1,-0.4,-0.4
CC(C)NC(=O)Nc1ccc2c(c1)C(=O)N([C@@H](C)CO)C[C@H](C)[C@H](CN(C)Cc1ccc(Cl)c(Cl)c1)O2,-1.5,/
CCCNC(=O)N(C)C[C@@H]1Oc2cc(C#CC(C)C)ccc2S(=O)(=O)N([C@@H](C)CO)C[C@@H]1C,/,2.0
COc1ccc(S(=O)(=O)N(C)C[C@@H]2Oc3ccc(NC(=O)Cc4cn(C)c5ccccc45)cc3C(=O)N([C@H](C)CO)C[C@H]2C)cc1,0.3,-11.7
c1ccc(-n2c(SCc3nc4ccccc4[nH]3)nnc2-c2cnccn2)cc1,-1.7,-12.3
O=C(CN1C(=O)C2C3C=CC(C4CC34)C2C1=O)Nc1ccc(Oc2ccc(Br)cc2)cc1 (stereo not drawn),1.0,-45.9
C[C@@H]1CN([C@H](C)CO)C(=O)c2cc(NS(C)(=O)=O)ccc2O[C@@H]1CN(C)Cc1ccc(C(=O)O)cc1,-0.3,/
COCC(=O)N(C)C[C@@H]1Oc2cc(C3=CCCCC3)ccc2S(=O)(=O)N([C@H](C)CO)C[C@H]1C,/,-8.9
C[C@H]1CN([C@@H](C)CO)C(=O)CCCn2nncc2CO[C@H]1CN(C)C(=O)NC1CCCCC1,-3.3,/
COc1ccc(S(=O)(=O)N(C)C[C@H]2Oc3ccc(NS(=O)(=O)c4cn(C)cn4)cc3CC(=O)N([C@@H](C)CO)C[C@@H]2C)cc1,-11.8,2.5
C[C@H]1CN([C@@H](C)CO)C(=O)CCCn2nncc2CO[C@@H]1CN(C)C(=O)Nc1ccc(C(F)(F)F)cc1,-1.2,/
C[C@@H]1CN([C@H](C)CO)C(=O)Cc2cc(NS(=O)(=O)c3cn(C)cn3)ccc2O[C@H]1CN(C)C(=O)Nc1ccc(C(F)(F)F)cc1,4.5,/

# Screening results deposited in PubChem BioAssay by Broad Institute.
